Assay outcomes deposited in PubChem by National Center for Advancing Translational Sciences (NCATS).
p53 reactivation = restores transcriptional activity of mutant p53. H1299 p53-A138V BP100-luciferase reporter, luminescence, 24 h. Potency, µM (titrated, usually from 92.2 µM), without a hit: top-dose activity change, positive = activation, usual class: activators. 0.063% of 320,000 active; further: % of control where 0% means no effect; nearly all actives have a fitted effect of over 45% in size
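H1299 (p53-null), stable ts p53-A138V + BP100-Luc; 1000 cells/well, Opti-MEM/10% FBS; cpd 4 pt, 1:5; 24 h, 37 deg C, 5% CO2; detection reagent 10 min RT; luminescence.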
ELG1 genotox = inducers of genotoxicity in HEK293T ELG1-luciferase cells; 1.3% of 330,000 active; Potency, µM (titrated, usually from 46 µM), inactives show top-dose activity change, positive = activation, hits mostly activators; AID 504466; HEK293T ELG1-luciferase reporter, luminescence, 16 h; further: % of control where 0% means no effect; nearly all actives have a fitted effect of over 60% in size
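Quantitative HTS format in 1536-well plates. HEK293T ELG1-luciferase reporter cells receive test compound and are incubated 16 hr at 37 °C, 5% CO2; ONE-Glo added, 30 min room temperature, then luminescence read.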
MBNL1 CUG block = MBNL1-poly(CUG) RNA binding inhibition; 0.036% of 280,000 active; TR-FRET MBNL1-His/biotin-(CUG)12 binding, 665/545 ratio; Potency, µM (top dose mostly 57.5 µM), without a hit: top-dose activity change, negative = inhibition, hits mostly inhibitors; Q9NR56; active means well fitted inhibition curve with a large enough effect in the signal ratio, with a control signal flat, not every such curve was filed as active; inconclusive means small, poorly fitted or top-dose-only effect, or effect the other way, or a change in a side signal; inactive means no such curve, though single readings can be large or run the other way; the % refers to the signal ratio; further: on the % scale 0 is the no-effect control and ±100 the full control effect
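Compound titration spanned 92 nM–58 uM against the MBNL1-His/biotin-(CUG)12 complex. After 60 min at room temperature with 5 nM streptavidin-XL665 and 0.055 ng/ul terbium anti-His, ratiometric 665/545 nm emission (Ex 340 nm) normalized to controls.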
BRCA1 expr up = increases BRCA1 expression | MCF7-BRCA1-FFLuc reporter, luminescence, 48 h; response scale: scaled: vehicle 0%, 10 µM genistein 100% | Potency, µM (highest dose often 46.1 µM), for inactives: top-dose activation, usual class: activators | 1.1% of 380,000 active | AID 624202; further: nearly all actives have a fitted effect of over 80% in size; some results filed as inactive show a strong effect at the top dose
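48 h compound treatment of MCF7-BRCA1-FFLuc cells (phenol-red free MEM, 37 °C), then 15 min with luciferase substrate and luminescence imaging.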
uPA generation = inhibitors of cell surface uPA generation | Potency, µM (doses to about 38.3 µM), for inactives: at the top dose activity change, negative = inhibition, hits mostly inhibitors | AID 540303 | 0.31% of 330,000 active | cell surface uPA generation assay, qHTS; active means well fitted inhibition curve with a large enough effect; inconclusive means small, poorly fitted or top-dose-only effect; inactive means no such curve, though single readings can be large or run the other way; tested in mouse RAW 264.7 cells; further: on the % scale 0 is the no-effect control and ±100 the full control effect; nearly all actives have a fitted effect of over 55% in size
NPC1 prom act = NPC1 promoter activation | Huh7 NPC1 promoter luciferase reporter, 24 h | Potency, µM (titrated, usually from 9.22 µM), inactives show at the highest dose activation, most hits filed as activators | 2.4% of 320,000 active;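 further: % of control where 0% means no effect; nearly all actives have a fitted effect of over 60% in size; reporter is driven by a mutant NPC1 promoter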
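Huh7 reporter cells (NPC1 promoter driving luciferase) are dosed with compound for 24 h at 37 °C, 5% CO2; luciferase detection reagent is then added and luminescence measured after 10 min at ambient temperature.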
Rab9 promoter act = activators of Rab9 promoter; Huh7 Rab9 promoter-luciferase reporter, luminescence, 24 h; AID 485297; Potency, µM (highest dose often 9.22 µM), without a hit: at the highest dose activation, negative = inhibition, most hits filed as activators; 2.8% of 320,000 active; further: % of control where 0% means no effect; nearly all actives have a fitted effect of over 60% in size
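Using Huh7 cells stably transfected with Rab9 promoter–luciferase, compounds were incubated 24 h at 37 °C, 5% CO2; luciferase luminescence was read 10 min after reagent addition.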
FLuc counter = firefly luciferase modulation, counter-screen for miR-21 project; P08659; purified FLuc, Km substrates, luminescence inhibition; Potency, µM (top dose mostly 57.5 µM), for inactives: at the highest dose activity change, negative = inhibition, hits mostly inhibitors; 6.9% of 360,000 active; AID 588342;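 further: plate controls were vehicle for no effect and reference inhibitor for full effect; nearly all actives have a fitted effect of over 55% in size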
Target sequence (P08659 whole entry, looked up): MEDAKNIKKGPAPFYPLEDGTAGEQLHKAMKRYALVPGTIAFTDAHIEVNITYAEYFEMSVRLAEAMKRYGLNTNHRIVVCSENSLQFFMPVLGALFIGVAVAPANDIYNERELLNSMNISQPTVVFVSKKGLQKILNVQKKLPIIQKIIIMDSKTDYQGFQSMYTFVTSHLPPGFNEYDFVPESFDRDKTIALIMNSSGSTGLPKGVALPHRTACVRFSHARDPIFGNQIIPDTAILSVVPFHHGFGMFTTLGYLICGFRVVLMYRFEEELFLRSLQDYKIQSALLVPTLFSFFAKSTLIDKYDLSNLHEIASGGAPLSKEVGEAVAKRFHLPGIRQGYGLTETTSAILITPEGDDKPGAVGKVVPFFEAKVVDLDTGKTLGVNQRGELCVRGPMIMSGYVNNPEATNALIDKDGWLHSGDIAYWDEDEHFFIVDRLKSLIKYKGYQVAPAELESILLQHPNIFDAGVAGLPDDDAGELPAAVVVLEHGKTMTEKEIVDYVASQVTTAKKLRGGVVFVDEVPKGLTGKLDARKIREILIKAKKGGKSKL
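Purified P. pyralis luciferase (10nM final) with 10uM D-luciferin and 10uM ATP (Km levels) in 50mM Tris acetate pH 7.5, 10mM Mg acetate, 0.01% Tween-20, 0.05% BSA; qHTS 6-point titration, ~60 µM downward; luminescence read.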
RORgamma inh = blocks mouse ROR gamma transcriptional activity. Drosophila S2 Gal4-RORgamma UAS-luciferase reporter, 20 h. Potency, µM (series often up to 53.6 µM), inactives show at the highest dose activity change, negative = inhibition, most hits filed as inhibitors. 5.4% of 310,000 active. AID 2551; further: on the % scale 0 is the no-effect control and ±100 the full control effect; nearly all actives have a fitted effect of over 60% in size
Target sequence (P51450 whole entry, looked up, the tested form may be a part): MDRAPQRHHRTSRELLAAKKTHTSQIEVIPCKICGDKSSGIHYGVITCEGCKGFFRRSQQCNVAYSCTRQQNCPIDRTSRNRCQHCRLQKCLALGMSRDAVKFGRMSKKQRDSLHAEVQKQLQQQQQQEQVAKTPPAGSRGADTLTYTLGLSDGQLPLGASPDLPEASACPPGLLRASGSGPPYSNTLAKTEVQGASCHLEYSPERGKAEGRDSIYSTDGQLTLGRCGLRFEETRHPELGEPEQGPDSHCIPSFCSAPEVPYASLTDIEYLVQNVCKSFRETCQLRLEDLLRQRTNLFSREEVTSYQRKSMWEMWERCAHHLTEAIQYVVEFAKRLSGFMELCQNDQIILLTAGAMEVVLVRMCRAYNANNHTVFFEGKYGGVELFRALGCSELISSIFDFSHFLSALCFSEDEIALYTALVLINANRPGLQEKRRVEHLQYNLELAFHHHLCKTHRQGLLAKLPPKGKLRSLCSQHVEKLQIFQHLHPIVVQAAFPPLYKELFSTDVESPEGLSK
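Stably transfected Drosophila Schneider cells are the test system, with ROR gamma fused to Gal4 and luciferase under UAS control; luminescence is read after 20 hr of 700 uM copper sulfate induction at ambient temperature.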
VP16 counter = Gal4-VP16 reporter inhibition counter-screen; Drosophila S2 Gal4-VP16 UAS-luciferase, luminescence, 20 h; Potency, µM (doses to about 53.6 µM), for the others: at the top dose activity, negative = inhibition, usual class: inhibitors; 3.5% of 310,000 active; AID 2546;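 further: Gal4-VP16 expression switched on by copper sulfate through the metallothionein promoter; on the % scale 0 is the no-effect control and ±100 the full control effect; nearly all actives have a fitted effect of over 50% in size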
An asterisk follows results filed as active; [ ] = remark or other dose. Unless noted, the call rests on the fitted dose curve; in most records, active means well fitted curve in the direction sought with a large enough effect; inconclusive means small, poorly fitted or top-dose-only effect, or another doubt; inactive means no such curve, though single readings can be large; an effect the other way counts as inactive or inconclusive. Potency means the concentration at half of the fitted maximal effect.

Clc1nc(Nc2ccc(N3CCOCC3)cc2)c2ccccc2n1 was read as p53 reactivation -3%, ELG1 genotox -9%, MBNL1 CUG block inconclusive, BRCA1 expr up -31%, uPA generation 2%, NPC1 prom act -6%, Rab9 promoter act 7%, FLuc counter 2%, RORgamma inh inconclusive and VP16 counter -4%.
COc1ccc(CN2CCN(CC3CC3)CC2CCO)cc1C (stereo not given) was read as p53 reactivation -21%, ELG1 genotox 12%, MBNL1 CUG block 3%, BRCA1 expr up -8%, uPA generation 6%, NPC1 prom act -2%, Rab9 promoter act 0%, FLuc counter 4%, RORgamma inh -20% and VP16 counter -4%.
For N#CCn1c(CN2CCCC2)nc2ccccc2c1=O the results were p53 reactivation -3%, ELG1 genotox 3%, MBNL1 CUG block -4%, BRCA1 expr up 34%, uPA generation 2%, NPC1 prom act -5%, Rab9 promoter act 0%, FLuc counter -1%, RORgamma inh -7% and VP16 counter 2%.
Screening Cc1ccccc1P(=O)(CO)c1ccccc1C returned p53 reactivation -9%, ELG1 genotox 0%, MBNL1 CUG block 6%, BRCA1 expr up -3%, uPA generation 2%, NPC1 prom act -1%, Rab9 promoter act 14%, FLuc counter 0%, RORgamma inh -3% and VP16 counter 0%.
`CCC(CC)NC(=O)c1ccc(Cl)cc1` gave p53 reactivation 5%, ELG1 genotox 1%, BRCA1 expr up -5%, uPA generation -1%, NPC1 prom act 0%, Rab9 promoter act -1%, FLuc counter 3%, RORgamma inh -3% and VP16 counter -2%.
COCCCNC(=O)/C=C/c1c(Cl)cccc1Cl was read as p53 reactivation 22%, ELG1 genotox 8%, MBNL1 CUG block inconclusive, BRCA1 expr up 34%, uPA generation -7%, NPC1 prom act 2%, Rab9 promoter act -1%, FLuc counter inconclusive, RORgamma inh 13% and VP16 counter 2%.
Screening O=c1[nH]c(CN2CCN(c3ccccc3Cl)CC2)nc2ccsc12 returned p53 reactivation -12%, ELG1 genotox 1%, MBNL1 CUG block -2%, BRCA1 expr up -7%, uPA generation 3%, NPC1 prom act 0%, Rab9 promoter act 2%, FLuc counter 1%, RORgamma inh -16% and VP16 counter 0%.
`Cc1ccc(C(=O)C2CCN(C(=O)c3ccc(C)cc3)CC2)cc1` gave p53 reactivation -2%, ELG1 genotox 2%, MBNL1 CUG block -18%, BRCA1 expr up -5%, uPA generation 7%, NPC1 prom act 2%, Rab9 promoter act -7%, FLuc counter 0%, RORgamma inh 19% and VP16 counter -19%.
Screening Cc1ccc(S(=O)(=O)CCC(=O)OCc2ccc(Cl)c(Cl)c2)cc1 returned p53 reactivation 5%, ELG1 genotox -2%, MBNL1 CUG block inconclusive, BRCA1 expr up 4%, uPA generation -6%, NPC1 prom act 1%, Rab9 promoter act 2%, FLuc counter 1%, RORgamma inh 6% and VP16 counter -4%.
Screening O=C(CN1C(=O)CSc2ccccc21)NCCC1=CCCCC1 returned p53 reactivation 1%, ELG1 genotox -6%, MBNL1 CUG block -2%, BRCA1 expr up 2%, uPA generation -4%, NPC1 prom act -1%, Rab9 promoter act 6%, FLuc counter -1%, RORgamma inh 2% and VP16 counter -8%.
For CCOC(=O)c1cc(-c2ccc(OC)cc2)n(CCC(=O)NCCN2CCC(C)CC2)c1C the results were p53 reactivation 2%, ELG1 genotox 5%, MBNL1 CUG block 1%, BRCA1 expr up -35%, uPA generation -19%, NPC1 prom act -8%, Rab9 promoter act -8%, FLuc counter 2%, RORgamma inh -13% and VP16 counter -4%.
`Cc1ccc(OCC(=O)N/N=C/c2ccc([N+](=O)[O-])o2)cc1` gave p53 reactivation 20%, ELG1 genotox -5%, MBNL1 CUG block inconclusive, BRCA1 expr up -49%, uPA generation inconclusive, NPC1 prom act 3%, Rab9 promoter act -2%, FLuc counter -8%, RORgamma inh inconclusive and VP16 counter inconclusive.
For COc1ccc(N2CCN(c3oc(Cc4cccc5ccccc45)nc3C#N)CC2)cc1 the results were p53 reactivation -3%, ELG1 genotox -4%, MBNL1 CUG block 2%, BRCA1 expr up -21%, NPC1 prom act 0%, Rab9 promoter act -6%, FLuc counter -2%, RORgamma inh 21% and VP16 counter -8%.
Screening COc1ccc(C=C2c3ccccc3C(=O)c3ccccc32)c(OC)c1 returned p53 reactivation 5%, ELG1 genotox inconclusive, MBNL1 CUG block 23%, NPC1 prom act -6%, Rab9 promoter act -24%, FLuc counter -4%, RORgamma inh -21% and VP16 counter -3%.
For COc1cccc(-c2ccc(C#N)c(=O)[nH]2)c1 the results were p53 reactivation 6%, ELG1 genotox -1%, BRCA1 expr up -2%, uPA generation 1%, NPC1 prom act -3%, Rab9 promoter act 4%, FLuc counter -1%, RORgamma inh 12% and VP16 counter -1%.
Screening CCOC(=O)c1oc2ccccc2c1NC(=O)CN1CCN(C)CC1 returned p53 reactivation 0%, ELG1 genotox 3%, MBNL1 CUG block 10%, BRCA1 expr up -13%, uPA generation -2%, NPC1 prom act 0%, Rab9 promoter act -10%, FLuc counter 10%, RORgamma inh 0% and VP16 counter -6%.
`Cc1ccc(NS(=O)(=O)c2ccc(-n3cccn3)cc2)cc1C` gave p53 reactivation -4%, ELG1 genotox -8%, MBNL1 CUG block 0%, BRCA1 expr up -26%, uPA generation -3%, NPC1 prom act -10%, Rab9 promoter act -1%, FLuc counter 1%, RORgamma inh 44% and VP16 counter -10%.
CC(C)c1ccc(CN2C(=O)c3ccccc3S2(=O)=O)cc1 was read as p53 reactivation -1%, ELG1 genotox -3%, MBNL1 CUG block 4%, BRCA1 expr up 68%, uPA generation -3%, NPC1 prom act 8%, Rab9 promoter act 13%, FLuc counter -3%, RORgamma inh inconclusive and VP16 counter 7%.
Screening CN1CCN(Cc2nc(N)nc(Nc3ccc4c(c3)OCCO4)n2)CC1 returned p53 reactivation 11%, ELG1 genotox inconclusive, MBNL1 CUG block -10%, BRCA1 expr up 86%, uPA generation 3%, NPC1 prom act 3.5µM*, Rab9 promoter act 4µM*, FLuc counter inconclusive, RORgamma inh 13% and VP16 counter -6%.
For CC(C(=O)N1CCc2ccccc21)N1CCN(c2ccccn2)CC1 (stereo not given) the results were p53 reactivation -5%, ELG1 genotox -3%, BRCA1 expr up 2%, uPA generation 3%, NPC1 prom act -2%, Rab9 promoter act 1%, FLuc counter -1%, RORgamma inh -10%[10 µM] and VP16 counter -6%.

Entries shown so far that contain an NH in an aromatic ring, in the order listed:
Screening O=c1[nH]c(CN2CCN(c3ccccc3Cl)CC2)nc2ccsc12 returned p53 reactivation -12%, ELG1 genotox 1%, MBNL1 CUG block -2%, BRCA1 expr up -7%, uPA generation 3%, NPC1 prom act 0%, Rab9 promoter act 2%, FLuc counter 1%, RORgamma inh -16% and VP16 counter 0%.
For COc1cccc(-c2ccc(C#N)c(=O)[nH]2)c1 the results were p53 reactivation 6%, ELG1 genotox -1%, BRCA1 expr up -2%, uPA generation 1%, NPC1 prom act -3%, Rab9 promoter act 4%, FLuc counter -1%, RORgamma inh 12% and VP16 counter -1%.

The listing picks up, repeating the two entries before the break.
Screening CN1CCN(Cc2nc(N)nc(Nc3ccc4c(c3)OCCO4)n2)CC1 returned p53 reactivation 11%, ELG1 genotox inconclusive, MBNL1 CUG block -10%, BRCA1 expr up 86%, uPA generation 3%, NPC1 prom act 3.5µM*, Rab9 promoter act 4µM*, FLuc counter inconclusive, RORgamma inh 13% and VP16 counter -6%.
For CC(C(=O)N1CCc2ccccc21)N1CCN(c2ccccn2)CC1 (stereo not given) the results were p53 reactivation -5%, ELG1 genotox -3%, BRCA1 expr up 2%, uPA generation 3%, NPC1 prom act -2%, Rab9 promoter act 1%, FLuc counter -1%, RORgamma inh -10%[10 µM] and VP16 counter -6%.
Screening O=C(COc1ncnc2ccccc12)Nc1ccccc1[N+](=O)[O-] returned p53 reactivation -2%, ELG1 genotox 0%, MBNL1 CUG block inconclusive, BRCA1 expr up -6%, uPA generation 9%, NPC1 prom act -1%, Rab9 promoter act 1%, FLuc counter 1%, RORgamma inh -4% and VP16 counter 19%.
For O=C(Nc1sc2c(c1CN1CCOCC1)CCC2)c1ccc(F)cc1 the results were p53 reactivation -1%, ELG1 genotox 0%, MBNL1 CUG block 4%, BRCA1 expr up -28%, uPA generation 3%, NPC1 prom act -1%, Rab9 promoter act 1%, FLuc counter -19%, RORgamma inh 19% and VP16 counter 4%.
COc1ccccc1-c1nnc(SCC(=O)N2CCOCC2)n1-c1ccccc1 was read as p53 reactivation 0%, ELG1 genotox 0%, MBNL1 CUG block -14%, BRCA1 expr up -2%, uPA generation 3%, NPC1 prom act -1%, Rab9 promoter act -8%, FLuc counter -1%, RORgamma inh 16% and VP16 counter -1%.
Screening Cc1ccc(NC(=O)CN2C(=O)NC3(CCCc4ccccc43)C2=O)c([N+](=O)[O-])c1 (stereo not given) returned p53 reactivation -23%, ELG1 genotox -8%, MBNL1 CUG block inconclusive, BRCA1 expr up 0%, uPA generation 1%, NPC1 prom act 0%, Rab9 promoter act 11%, FLuc counter 1%, RORgamma inh 4% and VP16 counter -5%.
Screening O=C(NCc1nc2ccccc2[nH]1)c1cccc(S(=O)(=O)N2CCCCC2)c1 returned p53 reactivation -3%, ELG1 genotox -5%, MBNL1 CUG block -4%, BRCA1 expr up -23%, uPA generation 5%, NPC1 prom act -3%, Rab9 promoter act -3%, FLuc counter 1%, RORgamma inh 1% and VP16 counter 3%.
